BioA inh – inhibitors of Mycobacterium tuberculosis BioA enzyme; purified M. tuberculosis BioA enzyme, plate reader; inhibition, % at 9.99 µM; 360,000 compounds, 0.096% hits; AID 602481; in the data active means inhibition above about 40%; inconclusive means no clear call, values can overlap the other calls
CCHFV vOTU inh – blocks the CCHF virus ovarian tumor domain protease | CCHFV vOTU protease, Pep-AMC fluorescence | inhibition, % at 11.5 µM | 370,000 compounds, 0.55% hits; further: 0% = vehicle wells with enzyme and 100% = no enzyme wells
FBA Mtb inh – inhibits M. tuberculosis FBA enzyme | inhibition, % at 1 µM | P9WQA3 | AID 588726 | purified M. tuberculosis FBA, fluorescence read-out | 360,000 compounds, 2.3% hits; in the data active means inhibition above about 27%;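 further: 0% = vehicle and 100% = reference inhibitor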
Target sequence (P9WQA3 whole entry, looked up): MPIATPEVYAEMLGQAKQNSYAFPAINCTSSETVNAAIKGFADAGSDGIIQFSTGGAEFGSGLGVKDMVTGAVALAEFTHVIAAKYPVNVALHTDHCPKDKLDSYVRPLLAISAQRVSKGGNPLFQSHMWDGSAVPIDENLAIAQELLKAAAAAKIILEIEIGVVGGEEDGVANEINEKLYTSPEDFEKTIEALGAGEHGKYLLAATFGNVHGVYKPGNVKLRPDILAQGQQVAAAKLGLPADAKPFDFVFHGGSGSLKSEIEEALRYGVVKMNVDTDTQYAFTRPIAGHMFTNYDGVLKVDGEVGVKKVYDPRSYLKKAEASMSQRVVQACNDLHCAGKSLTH
Mtb UGM inh – inhibitors of M. tuberculosis UDP-galactopyranose mutase | P9WIQ1 | purified UGM, fluorescence polarization probe displacement | inhibition, % at 10 µM | 320,000 compounds, 0.06% hits | AID 504406; in the data active means inhibition above about 10%, passing the limit was not always enough; inconclusive means no clear call, values can overlap the other calls
BoNT F protease – blocks Botulinum neurotoxin F light chain protease; Multiplex microsphere protease cleavage assay, flow cytometry; inhibition, % at 10 µM; 360,000 compounds, 0.22% hits; in the data active means inhibition above about 35%, passing the limit was not always enough; inconclusive means no clear call, values can overlap the other calls; further: plate controls were buffer without enzyme for full effect and enzyme alone for no effect
DUSP3 inh – inhibitors of human VHR1 phosphatase (DUSP3); recombinant VHR phosphatase, pNPP absorbance; inhibition, % at 13.3 µM; 290,000 compounds, 0.52% hits; AID 1654; in the data active means inhibition above about 50%; further: some compounds called inactive have numbers as strong as hits
Target sequence (P51452 whole entry, looked up): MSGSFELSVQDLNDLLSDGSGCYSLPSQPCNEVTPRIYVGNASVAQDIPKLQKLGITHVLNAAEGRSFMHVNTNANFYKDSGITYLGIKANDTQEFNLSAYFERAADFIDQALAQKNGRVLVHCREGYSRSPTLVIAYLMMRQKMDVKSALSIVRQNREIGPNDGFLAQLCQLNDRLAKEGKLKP
FadD28 FP inh – blocks FadD28 binding to the bisubstrate probe; fluorescence polarization; inhibition, % at 12.5 µM; 360,000 compounds, 0.22% hits; AID 588549; in the data active means inhibition above about 8.5%, passing the limit was not always enough; inconclusive means no clear call, values can overlap the other calls
MazEF act – activators of E. coli MazEF toxin-antitoxin RNase; 350,000 compounds, 0.32% hits; AID 504720; FAM/BHQ RNA-DNA oligo cleavage fluorescence, 5 h; activation, % at 20 µM; P0AE70; in the data active means activation above about 50%
Target sequence (P0AE70 whole entry, looked up): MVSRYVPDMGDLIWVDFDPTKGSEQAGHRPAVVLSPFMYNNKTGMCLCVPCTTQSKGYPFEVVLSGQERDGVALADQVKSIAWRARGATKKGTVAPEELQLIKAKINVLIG
Rv3671c protease – inhibits the M. tuberculosis serine protease Rv3671c. inhibition, % at 5.96 µM. 320,000 compounds, 0.048% hits. AID 2606; in the data active means inhibition above about 38%;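 further: extracellular domain of Rv3671c used as enzyme; 0% = enzyme with DMSO and 100% = no enzyme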
Target sequence (P9WHR9 whole entry, looked up, the tested form may be a part): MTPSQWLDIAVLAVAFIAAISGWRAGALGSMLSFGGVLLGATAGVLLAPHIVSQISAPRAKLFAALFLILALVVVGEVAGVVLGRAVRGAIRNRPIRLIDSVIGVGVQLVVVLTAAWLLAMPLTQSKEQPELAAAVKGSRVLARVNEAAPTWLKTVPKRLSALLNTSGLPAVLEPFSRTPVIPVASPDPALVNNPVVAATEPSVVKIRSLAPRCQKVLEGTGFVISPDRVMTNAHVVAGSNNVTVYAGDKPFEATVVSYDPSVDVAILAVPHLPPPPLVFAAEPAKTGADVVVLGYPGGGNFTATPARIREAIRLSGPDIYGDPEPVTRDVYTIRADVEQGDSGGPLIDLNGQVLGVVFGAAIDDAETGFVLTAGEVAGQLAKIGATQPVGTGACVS
GDH-TPI inh – GDH-TPI coupled enzyme inhibition counter-screen; GDH-TPI coupled enzyme counterscreen, NADH absorbance; 360,000 compounds, 1.2% hits; inhibition, % at 4.8 µM;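 further: 0% = DMSO wells and 100% = wells lacking the enzyme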
* hit, by the source's call; ? = inconclusive; . = not tested or not shown. Unless noted, no stated cut-off is given here; in the data, active means inhibition above about 30%; inactive means the rest.

SMILES | BioA inh | CCHFV vOTU inh | FBA Mtb inh | Mtb UGM inh | BoNT F protease | DUSP3 inh | FadD28 FP inh | MazEF act | Rv3671c protease | GDH-TPI inh
COc1ccc(C2CC(c3cc(OC)ccc3OC)n3nnnc3N2)cc1 (configuration not stated) | 8.2 | 2 | -1 | 0.3 | 6 | 9 | -7.0 | 8 | 2 | -12
COc1ccc(OC)c(S(=O)(=O)N2CCC(C(=O)NCCC3=CCCCC3)CC2)c1 | 2.3 | 5 | -2 | -1.4 | ? | 22 | -8.7 | 6 | 8 | 2
COc1ccc(S(=O)(=O)N(CC(=O)NCC2CCCO2)c2ccc(F)cc2)cc1OC (configuration not stated) | -0.2 | -4 | 2 | 0.0 | . | 25 | -1.8 | -6 | -7 | 2
CCOc1ccccc1NC(=O)NCCc1c[nH]c2ccccc12 | 0.0 | -1 | 0 | -1.1 | -2 | 28 | -3.0 | 2 | -5 | -2
CCN(CC(=O)Nc1ccccc1C(F)(F)F)C(=O)CCS(=O)(=O)c1ccc(Cl)cc1 | . | -4 | 6 | 0.6 | 19 | . | 0.0 | -2 | 0 | 0
O=C(Nc1cccc2cccnc12)c1cccc(Cl)c1 | -1.0 | 7 | -1 | 1.0 | 11 | 64 | -3.1 | -2 | -16 | 1
COc1c(Br)cc(Br)cc1/C=N/n1c(C)nnc1C | 8.7 | -10 | 1 | -1.4 | 5 | 40 | -2.7 | 5 | -3 | 0
CCCOc1cc(NCc2ccccc2)c2ncn(C(C)C)c2c1 | -1.0 | 26 | 1 | -1.5 | 0 | . | -2.7 | 4 | -3 | 3
COc1ccc2nc(N3CCCC(C(=O)NCCc4ccc(OC)c(OC)c4)C3)sc2c1 (configuration not stated) | 1.6 | 2 | -6 | -1.2 | -8 | 2 | -2.4 | 3 | 4 | 0
C=CCN(C(=O)CCC(=O)Nc1cc(C)on1)C(C(=O)NC1CCCC1)c1cccnc1 (configuration not stated) | -1.1 | 9 | 3 | 1.7 | -1 | -2 | -1.5 | 4 | 3 | -3

In a second layout: 3 of the compounds above
SMILES	BioA inh	CCHFV vOTU inh	FBA Mtb inh	Mtb UGM inh	BoNT F protease	DUSP3 inh	FadD28 FP inh	MazEF act	Rv3671c protease	GDH-TPI inh
COc1ccc(S(=O)(=O)N(CC(=O)NCC2CCCO2)c2ccc(F)cc2)cc1OC (configuration not stated)	-0.2	-4	2	0.0	.	25	-1.8	-6	-7	2
CCOc1ccccc1NC(=O)NCCc1c[nH]c2ccccc12	0.0	-1	0	-1.1	-2	28	-3.0	2	-5	-2
CCN(CC(=O)Nc1ccccc1C(F)(F)F)C(=O)CCS(=O)(=O)c1ccc(Cl)cc1	.	-4	6	0.6	19	.	0.0	-2	0	0

Continued.
SMILES | BioA inh | CCHFV vOTU inh | FBA Mtb inh | Mtb UGM inh | BoNT F protease | DUSP3 inh | FadD28 FP inh | MazEF act | Rv3671c protease | GDH-TPI inh
O=C(NNS(=O)(=O)c1ccc(F)cc1)c1ccc2c(c1)OCO2 | -1.7 | -4 | 3 | 3.7 | -1 | 28 | -0.4 | 3 | -2 | 13
O=C(CCCC1=NS(=O)(=O)c2ccccc2N1)N1CCC2(CC1)OCCO2 | . | -5 | -3 | -0.2 | -3 | 18 | 0.3 | -9 | -1 | -4
O=C(N/N=C/c1ccco1)c1cccc([N+](=O)[O-])c1 | . | 9 | -8 | 3.3 | -4 | 7 | -1.1 | 3 | -5 | 19
NC(=O)CC(NC(=O)c1ccccc1)c1ccc(NCCN2CCCCC2)c([N+](=O)[O-])c1 (configuration not stated) | -1.2 | 18 | 0 | 0.6 | -8 | 1 | -3.2 | 1 | 4 | -4
O=C(NC1CCSC1=O)c1ccc(Oc2cccc(C(F)(F)F)c2)nc1 (configuration not stated) | 9.4 | -5 | 1 | -1.6 | -25 | -5 | -1.5 | -30 | -3 | 1
O=C(CCN1c2ccccc2Sc2ccccc21)Nc1ccccc1 | 1.2 | 4 | -3 | -1.2 | 7 | 6 | -0.7 | 1 | 9 | -8
Cc1nc2cc(F)ccc2n1C1CCN(C(=O)c2ccc(F)cc2F)CC1 | . | 6 | 6 | 3.3 | -5 | 22 | -0.7 | 8 | 3 | 0
CC1CCCCN1S(=O)(=O)c1ccc(C(=O)Nc2sccc2C(N)=O)cc1 (configuration not stated) | -1.0 | 10 | -2 | 0.1 | -8 | -15 | -12 | 4 | -25 | 9
CCN1CCN(c2nc3ccccc3nc2C(C#N)C(=O)OCc2ccccc2)CC1 (configuration not stated) | -1.3 | -5 | 2 | 1.8 | -11 | 24 | -1.4 | 19 | -1 | 12
CC(=O)c1ccc(NC(=O)CSCCO)cc1 | . | -19 | 0 | -2.4 | -1 | 0 | 0.6 | -1 | 1 | -3
CCCn1c(NCc2ccc3c(c2)OCO3)nc2ccccc21 | -0.7 | -9 | -2 | -4.7 | -1 | -1 | -0.8 | -6 | 7 | 6
O=C(CNc1ccc(C(F)(F)F)cc1)Nc1cccc(S(=O)(=O)N2CCCC2)c1 | 1.5 | 9 | 0 | -1.3 | 7 | . | -7.5 | -5 | -10 | 6
CC(C)n1c(SCC(=O)Nc2nc3ccccc3s2)nc2c1c(=O)n(C)c(=O)n2C | -1.1 | 8 | -5 | 1.6 | -6 | . | 0.3 | 14 | 5 | 1
Cc1cccc(-c2noc(CCCC(=O)NCC3CCCO3)n2)c1 (configuration not stated) | -1.4 | 13 | 5 | 0.2 | 12 | 20 | -2.9 | 4 | -9 | -1
COC(=O)C1CCN(C(=O)c2ccc(NC(C)=O)cc2)CC1 | -24 | -6 | 2 | 0.0 | -4 | -27 | -4.7 | 11 | -6 | -11
C=CCSc1nnc(-c2nnc(SCC=C)n2CC)n1CC | -1.7 | 10 | 0 | 2.8 | -13 | 15 | 0.9 | 4 | 1 | 2
Cn1c(=O)c([N+](=O)[O-])c(NCc2ccccc2Cl)c2ccccc21 | . | -5 | -1 | -1.7 | -8 | 32 | -9.1 | 3 | -10 | 1
COc1ccc(Cn2c(SCc3ccccc3C)nc3cc(OC)c(OC)cc3c2=N)cc1 | . | 10 | 3 | -3.7 | . | 14 | -15 | . | 2 | 2
O=C(Nc1ccc(S(=O)(=O)C(F)F)cc1)c1cccc(S(=O)(=O)N2CCOCC2)c1 | 0.5 | 18 | 1 | -1.6 | -96 | -2 | -3.1 | 7 | -3 | 0
Cc1ccc2c(c1)C(=C(C#N)C#N)C(=O)N2CCN1CCOCC1 | . | -12 | -6 | 2.5 | ? | 25 | -2.4 | 0 | -4 | -1
CN1c2ccccc2N(C)C1(C)c1cccc2ccccc12 | . | 25 | 8 | 0.3 | -55 | 34 | 0.7 | -5 | -8 | 12
Cc1cccc(NC(=S)NNC(=O)c2ccccc2OC(F)F)c1 | -0.4 | 2 | 4 | -1.2 | 4 | -6 | -0.8 | 7 | 6 | 18
CN(C)C(=O)c1cccc(-c2cnc3c(NC=O)cc(-c4cc(F)c(F)c(F)c4)cn23)c1 | 3.9 | -6 | -1 | . | 1 | . | -2.9 | . | . | 3
FC(F)(F)c1cccc(-c2nnc(-c3ccccc3)c(N3CCOCC3)n2)c1 | 2.1 | 3 | -2 | 0.0 | 5 | 25 | -2.9 | -2 | -14 | 15
Cc1ccccc1OCCCn1c(CO)nc2ccccc21 | . | -5 | -2 | -1.6 | -9 | 23 | -4.0 | 2 | -7 | -3
CN(C)c1ccc(C(=O)Nc2ccc(CN3CCS(=O)(=O)CC3)cc2)cc1 | . | 0 | 0 | -1.3 | 13 | 14 | -2.3 | -2 | 5 | 19
C[C@H](CO)N1C[C@H](C)[C@@H](CN(C)CC2CC2)Oc2c(NC(=O)Cc3ccccc3)cccc2C1=O | 2.6 | -8 | 5 | -4.8 | -2 | . | 0.5 | 4 | 3 | 14
CC(C)(C(=O)c1ccccc1)/[N+]([O-])=C/c1ccccc1F | 0.1 | -2 | -2 | -1.5 | -2 | . | -2.9 | 3 | -2 | 5
CCC1CCCCN1S(=O)(=O)c1ccc(S(=O)(=O)N(Cc2ccccn2)CC2CCCO2)cc1 (configuration not stated) | . | 9 | 4 | -0.8 | -9 | 5 | 0.8 | -4 | -5 | 2
Cc1noc(C)c1COC(=O)COc1ccc(C#N)cc1 | . | 7 | 5 | -0.7 | -3 | 0 | -0.9 | 5 | -3 | 2
Cn1c(SCC(=O)N2CC(=O)Nc3ccccc32)nc2ccccc2c1=O | 2.3 | 14 | -2 | 1.2 | -6 | . | -2.8 | 2 | -9 | -4
COc1ccc(CCNC(=O)c2ccncc2)cc1OC | 0.1 | -4 | 2 | -0.2 | ? | 30 | 0.2 | 9 | 3 | 1
CCc1nnc(NC(=O)C2COc3ccccc3O2)s1 (configuration not stated) | . | 4 | 0 | 1.9 | -2 | 29 | -3.0 | 2 | -3 | 3
O=C(NC(=O)c1cccc(Cl)c1)OC[C@@H]1CCCN2CCCCC12 (some centres not stated) | 0.7 | 3 | 3 | 1.5 | 0 | -4 | 1.5 | 3 | -2 | 2
COc1ccc(NS(=O)(=O)c2cc([N+](=O)[O-])ccc2N/N=C/c2c(C)[nH]c3ccccc23)cc1 | -1.4 | 3 | -1 | . | -66 | . | . | 0 | . | 10
COc1ccc(C(CNC(=O)c2oc3ccc(Br)cc3c2C)N2CCCCC2)cc1 (configuration not stated) | -1.1 | -3 | 0 | -0.4 | -4 | 8 | -4.6 | -1 | 0 | 1
CCCCSc1nc2c([nH]1)c(=S)n(C)c(=O)n2C | . | 4 | -1 | . | 8 | . | -1.1 | 10 | . | 28
Cc1ccn(-c2n[nH]c(C)c2[N+](=O)[O-])n1 | . | -10 | -2 | 0.1 | -5 | 9 | -1.0 | -4 | 0 | 6
CCN1C(=O)C(=O)N(CC(=O)N(C)CC(=O)Nc2ccccc2C(F)(F)F)C1=O | -1.1 | -7 | -2 | 1.0 | 0 | . | -3.3 | 0 | -2 | 2
CCN1C(=O)C(CC(=O)Nc2c(C)cccc2C)Nc2cc(S(=O)(=O)N(C)C)ccc21 (configuration not stated) | -0.1 | 1 | 2 | -2.7 | -2 | 10 | -3.2 | 4 | 13 | 6
COC(=O)c1cccc(NC(=O)c2ccc(S(=O)(=O)N3CCN(C)CC3)cc2)c1 | -2.6 | 15 | -1 | 0.4 | -10 | 36 | -1.7 | 4 | 3 | 5
CCCOc1ccc(-c2c(C(=O)N/N=C(\C)c3ccncc3)nnn2-c2nonc2N)cc1 | 0.2 | 12 | 5 | -1.4 | 2 | -3 | 0.2 | 14 | -15 | 15
CCOC(=O)C1(CCCc2ccccc2)CCN(C(=O)CN2C(=O)CSC2=O)CC1 | . | 13 | -1 | 2.0 | -2 | 13 | -4.8 | 1 | 2 | -5
N#Cc1cc(C#N)c(SCC(=O)NCC2CCCO2)nc1N (configuration not stated) | . | -9 | 0 | -1.0 | -11 | 1 | . | 5 | 7 | 7
COc1cc(/C=C(/C#N)c2nc3ccccc3[nH]2)ccc1OCc1ccc(C(=O)O)o1 | 16 | 2 | 5 | 0.6 | -9 | 13 | -23 | 3 | -12 | 24
O=C(NCc1cn2ccccc2n1)c1ccco1 | -0.8 | -4 | 3 | -1.9 | -8 | -19 | -0.7 | 9 | -11 | 1
COc1ccccc1/C=C/C=N/N1CCN(Cc2ccccc2)CC1 | . | -10 | 3 | -1.8 | 7 | 13 | -0.8 | 4 | 6 | 9
O=C(CC1Sc2ccccc2NC1=O)NNC(=O)Nc1ccc(Cl)cc1 (configuration not stated) | -1.0 | 4 | 4 | 0.2 | 1 | 29 | -2.7 | 2 | -11 | 8
O=C(COC(=O)c1cccc(O)c1)c1ccccc1 | . | 3 | 0 | 2.0 | -4 | . | -2.8 | 8 | -2 | -3
O=C(NNC(=O)c1ccccc1O)c1cc2ccccc2o1 | 0.6 | 0 | -2 | 1.6 | -2 | . | -3.9 | 1 | 12 | 14

Source: PubChem (several laboratories)
